DAX1 inh-1 = DAX1 (NR0B1) inhibitors, primary screen, cell-based, HEK293, Gal4-DAX1, luciferase luminescence; HEK293 Gal4-DAX1 luciferase reporter; inhibition, % at 6.75 µM; Nuclear receptor subfamily 0 group B member 1 (Homo sapiens), P51843; AID 504766, 2011; 0.99% of 340,000 active;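 active = inhibition above the mean over all tested compounds plus 3 SD, cut at about 4.2% in these data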;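 note: 0% = DAX1-transfected cells with DMSO and 100% = empty-vector control cells with DMSO; inhibition shows as a rise in luminescence from relieved DAX1 repression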
NPR2 activator = human GC-B receptor activators, primary screen, HEK293 GC-B cells, cGMP TR-FRET, EC30 CNP; Atrial natriuretic peptide receptor 2 (Homo sapiens), P20594; AID 1920062, 2024; 0% at EC30 CNP, 100% saturating CNP; activation, % at 10 µM; 0.11% of 370,000 active;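 active = activation at 10 µM reaching about 35% in either raw or pattern-adjusted values, limit read from the data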
Target sequence (P20594 whole entry, looked up): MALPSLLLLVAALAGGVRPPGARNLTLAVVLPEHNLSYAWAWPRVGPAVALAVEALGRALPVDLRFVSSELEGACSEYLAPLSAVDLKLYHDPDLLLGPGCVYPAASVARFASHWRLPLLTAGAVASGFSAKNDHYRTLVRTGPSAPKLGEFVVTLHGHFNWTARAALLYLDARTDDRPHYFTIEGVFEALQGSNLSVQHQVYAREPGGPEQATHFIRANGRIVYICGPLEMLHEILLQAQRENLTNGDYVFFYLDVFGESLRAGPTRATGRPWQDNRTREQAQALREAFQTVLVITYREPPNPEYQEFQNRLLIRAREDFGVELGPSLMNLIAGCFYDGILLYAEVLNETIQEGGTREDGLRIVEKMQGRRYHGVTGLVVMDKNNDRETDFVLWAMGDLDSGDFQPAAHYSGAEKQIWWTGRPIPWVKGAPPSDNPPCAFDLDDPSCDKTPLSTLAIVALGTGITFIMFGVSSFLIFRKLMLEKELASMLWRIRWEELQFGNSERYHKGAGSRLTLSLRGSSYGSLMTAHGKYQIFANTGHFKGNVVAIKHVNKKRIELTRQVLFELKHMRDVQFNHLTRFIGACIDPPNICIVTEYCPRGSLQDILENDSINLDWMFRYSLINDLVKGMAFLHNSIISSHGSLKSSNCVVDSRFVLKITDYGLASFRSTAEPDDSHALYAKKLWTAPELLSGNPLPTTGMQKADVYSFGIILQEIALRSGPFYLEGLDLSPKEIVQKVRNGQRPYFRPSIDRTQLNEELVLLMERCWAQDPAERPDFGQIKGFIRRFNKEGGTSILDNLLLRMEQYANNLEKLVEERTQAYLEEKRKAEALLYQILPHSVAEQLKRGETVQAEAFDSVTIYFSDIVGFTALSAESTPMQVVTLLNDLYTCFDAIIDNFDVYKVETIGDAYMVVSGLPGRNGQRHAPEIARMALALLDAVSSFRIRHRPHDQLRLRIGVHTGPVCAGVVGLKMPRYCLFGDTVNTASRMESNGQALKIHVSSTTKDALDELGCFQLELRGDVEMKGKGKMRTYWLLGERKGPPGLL
SMARCA2 act = SMARCA2 (BRM) function activators, primary screen, cell-based, luminescence, high throughput. MG213 cells, MMTV-luciferase reporter, dexamethasone, overnight. activation, % at 9.1 µM. 1% of 370,000 active. AID 652017, 2013; in the data active = activation above about 7.8%;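 note: 0% = vehicle wells and 100% = reference activator wells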
FXN GAA850 act = FXN promoter activators, primary screen, cell-based, luciferase luminescence, HEK293 lucGAA850. HEK293 lucGAA850 FXN promoter luciferase reporter, 24 h; percent of 10 µM SAHA response. activation, % at 6 µM. 0.56% of 360,000 active;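 active = activation above the average of all compounds screened plus 3 SD, cutoff fixed separately per campaign, cut at about 7.5% in these data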;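 note: 0% = DMSO wells and 100% = 10 µM SAHA wells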
ssDAF-12 act = S. stercoralis DAF-12 nuclear receptor activators, primary screen, cell-based, luminescence, HEK293, GRIP1 co-expression, lit1-tk-luc. Nuclear hormone receptor DAF-12 (Strongyloides stercoralis). 1% of 370,000 active. activation, % at 6.8 µM. HEK293 ssDAF-12/GRIP1 lit1-tk-luc reporter; % of 3 µM dafachronic acid response;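 active = activation above the mean over all tested compounds plus 3 SD, cut at about 0.9% in these data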;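 note: 0% = DMSO-only wells and 100% = 3 µM delta7-dafachronic acid wells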
hcDAF12 agonist = H. contortus DAF-12 nuclear receptor activators, primary screen, cell-based, luminescence, HEK293, lit1-tk-luc reporter | HEK293 hcDAF-12 lit1-tk-luc reporter; 0% DMSO, 100% Δ7-dafachronic acid | activation, % at 6.8 µM | 1.4% of 370,000 active;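 active = activation above the mean of all tested compounds plus 3 SD, cut at about 5.5% in these data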;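 note: 100% = response to 3 µM Δ7-dafachronic acid high control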
NPR1 activator = GC-A stimulated cGMP production enhancers – HEK293 GC-A cells, cGMP TR-FRET, EC30 ANP, primary screen; AID 1671463, 2021; 0.14% of 370,000 active; 0% at EC30 ANP, 100% saturating ANP; Atrial natriuretic peptide receptor 1 (Homo sapiens), P16066; activation, % at 10 µM; in the data active = activation above about 40%
ADAM10 inh = human ADAM10 inhibitors, primary screen, biochemical, QFRET, HTS | Disintegrin and metalloproteinase domain-containing protein 10 (Homo sapiens), O14672 | recombinant ADAM10, EDANS/DABCYL FRET peptide cleavage, 3 h | inhibition, % at 7 µM | 0.62% of 370,000 active | AID 720582, 2013;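 active = inhibition above a per-campaign cutoff equal to the mean of compounds falling between control-based bounds plus 3 SD, cut at about 20% in these data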;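 note: 0% = DMSO wells while the 100% control is not disclosed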
hgDAF-12 ag = H. glycines DAF-12 receptor agonists, primary screen, cell-based, luminescence, HEK293, GAL4 fusion, UAS-luciferase; Nuclear hormone receptor DAF-12 (Heterodera glycines), GAL4 fusion; HEK293 GAL4-hgDAF12 UAS-luciferase reporter, agonist luminescence; normalized to butyrate control; activation, % at 6.8 µM; 1.8% of 370,000 active; AID 687014, 2013;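 active = activation above a cutoff set at the mean of all screened compounds plus 3 SD, cut at about 10% in these data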;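 note: 0% = DMSO wells and 100% = sodium butyrate wells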
HGIII-sPLA2 inh = human group III sPLA2 inhibitors, primary screen, biochemical, QFRET, BODIPY PC-A2 liposome substrate | Group 3 secretory phospholipase A2 (Homo sapiens), Q9NZ20 | QFRET BODIPY PC-A2 liposome hydrolysis, fluorescence | inhibition, % at 12.2 µM | 0.56% of 370,000 active | AID 743126, 2013;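 active = inhibition above mean plus 3 SD of compounds lying within the high and low control bounds, cut at about 19% in these data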;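 note: 0% = median of test compound wells and 100% = no enzyme DMSO wells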
DAX1 inh-2 = DAX1 (NR0B1) inhibitors on StAR promoter, primary screen, cell-based, luminescence, SF-1 (NR5A1), full-length DAX-1 | AID 652010, 2013 | inhibition, % at 6.8 µM | 1.1% of 370,000 active | HEK293T StAR-luciferase reporter, SF-1/DAX-1 repression relief;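 active = inhibition above the mean over all tested compounds plus 3 SD, cut at about 3.6% in these data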;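 note: 0% = DAX-1 cells with DMSO and 100% = cells lacking DAX-1 with DMSO; higher inhibition means more luminescence from relief of DAX-1 repression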
Starred values were filed as active, the others as inactive. Compounds as they come, and some 6.6% of all compounds hit somewhere here.

Screening Cc1ccc(C)c(S(=O)(=O)N2CCN(C(=O)c3ccc(N4CCCC4)c([N+](=O)[O-])c3)CC2)c1 returned DAX1 inh-1 -0.6, NPR2 activator -2, SMARCA2 act -2, FXN GAA850 act 1.9, ssDAF-12 act -1.3, hcDAF12 agonist -0.5, NPR1 activator -5, ADAM10 inh 6, hgDAF-12 ag -0.3, HGIII-sPLA2 inh -4 and DAX1 inh-2 -0.8.
`CN(C)c1ccc(-c2ccc3c(=O)c4ccccc4n(C)c3c2)cn1` gave DAX1 inh-1 0.0, NPR2 activator 7, SMARCA2 act 8.5*, FXN GAA850 act 7.2, ssDAF-12 act -0.2, hcDAF12 agonist 1.9, NPR1 activator 17, ADAM10 inh -444, hgDAF-12 ag 10, HGIII-sPLA2 inh 3 and DAX1 inh-2 0.9.
`COc1ccc(/C=C(\NC(=O)c2ccc(C)cc2)C(=O)N2CCCCC2)cc1` gave DAX1 inh-1 -1.6, NPR2 activator 2, SMARCA2 act 3, FXN GAA850 act 0.8, ssDAF-12 act -1.2, hcDAF12 agonist -2.7, NPR1 activator 1, ADAM10 inh 9, hgDAF-12 ag -2.4, HGIII-sPLA2 inh 1 and DAX1 inh-2 -0.3.
`Cc1occc1-c1nnc(SCC(=O)Nc2ccccc2-c2ccccc2)n1C` gave DAX1 inh-1 -0.3, NPR2 activator -1, SMARCA2 act -2, FXN GAA850 act 1.7, ssDAF-12 act -1.5, hcDAF12 agonist -2.3, NPR1 activator -7, ADAM10 inh -5, hgDAF-12 ag 0.0, HGIII-sPLA2 inh -7 and DAX1 inh-2 -0.1.
Screening CN(CC(O)Cn1c2ccccc2c2ccccc21)S(C)(=O)=O (stereo unspecified) returned DAX1 inh-1 1.8, NPR2 activator 4, SMARCA2 act 1, FXN GAA850 act 0.8, ssDAF-12 act -1.7, hcDAF12 agonist 0.2, NPR1 activator -6, ADAM10 inh 0, hgDAF-12 ag 0.1, HGIII-sPLA2 inh -9 and DAX1 inh-2 -0.2.
For COC(=O)[C@]12C[C@H](CC(=O)NCCCCc3ccccc3)C(=O)N(Cc3ccc4c(c3)OCO4)C1=C[C@H](C(C)C)O[C@@H]2C1CC1 the results were NPR2 activator -6, SMARCA2 act -2, ssDAF-12 act -1.0, hcDAF12 agonist -0.6, NPR1 activator -3, ADAM10 inh 21*, hgDAF-12 ag 0.4, HGIII-sPLA2 inh -5 and DAX1 inh-2 0.0.
`COc1cccc(-c2cc(C(=O)Nc3ccc4c(c3)OCCO4)c3ccccc3n2)c1` gave NPR2 activator -4, SMARCA2 act 0, ssDAF-12 act -1.1, hcDAF12 agonist -0.8, NPR1 activator 0, ADAM10 inh 5, hgDAF-12 ag -2.1, HGIII-sPLA2 inh 2 and DAX1 inh-2 -0.3.
Screening O=C(COc1ccccc1C(=O)NCc1ccccn1)Nc1ccc(Br)cc1 returned DAX1 inh-1 -0.3, NPR2 activator -1, SMARCA2 act -1, FXN GAA850 act 1.9, ssDAF-12 act -1.2, hcDAF12 agonist -2.7, NPR1 activator -11, ADAM10 inh -3, hgDAF-12 ag -2.2, HGIII-sPLA2 inh -7 and DAX1 inh-2 -0.6.
For CS(=O)(=O)c1ccccc1-c1nnc(NC(=O)C2=COCCO2)o1 the results were DAX1 inh-1 -1.0, NPR2 activator 2, SMARCA2 act 0, FXN GAA850 act -2.2, ssDAF-12 act -0.5, hcDAF12 agonist -0.7, NPR1 activator 1, ADAM10 inh -3, hgDAF-12 ag 0.4, HGIII-sPLA2 inh 5 and DAX1 inh-2 2.3.
For COc1ccc(CC(=O)N2CC(C)CC(C)C2)cc1 (stereo unspecified) the results were DAX1 inh-1 0.1, NPR2 activator 1, SMARCA2 act 0, FXN GAA850 act 2.9, ssDAF-12 act -1.7, hcDAF12 agonist -2.6, NPR1 activator -3, ADAM10 inh 1, hgDAF-12 ag 0.5, HGIII-sPLA2 inh -3 and DAX1 inh-2 -0.7.
COc1ccc(/C=C2\SC(=S)N(CCC(=O)Nc3ccc(C(=O)O)cc3)C2=O)cc1 was read as DAX1 inh-1 1.1, NPR2 activator -9, SMARCA2 act -4, FXN GAA850 act 1.0, ssDAF-12 act -1.1, hcDAF12 agonist -1.5, NPR1 activator -2, ADAM10 inh 0, hgDAF-12 ag -1.0, HGIII-sPLA2 inh 3 and DAX1 inh-2 -0.3.
For CCC(=O)Nc1cccc(-n2nnnc2SCC(=O)c2ccc(C)c(C)c2)c1 the results were DAX1 inh-1 -1.9, NPR2 activator -10, SMARCA2 act 1, FXN GAA850 act 2.5, ssDAF-12 act -1.1, hcDAF12 agonist -3.7, NPR1 activator 5, ADAM10 inh 10, hgDAF-12 ag 4.0, HGIII-sPLA2 inh -62 and DAX1 inh-2 -0.1.
O=C(CSc1nc2nn(-c3ccccc3)c(=O)c-2c2n1CCCCC2)Nc1ccccc1[N+](=O)[O-] was read as DAX1 inh-1 -0.7, NPR2 activator -5, SMARCA2 act 2, FXN GAA850 act 2.6, ssDAF-12 act -1.3, hcDAF12 agonist -0.1, NPR1 activator -1, ADAM10 inh 4, hgDAF-12 ag -0.8, HGIII-sPLA2 inh -21 and DAX1 inh-2 -0.6.
`CCNC(=S)N(CCCN(C)C)Cc1cc2cc3c(cc2[nH]c1=O)OCCO3` gave DAX1 inh-1 2.5, NPR2 activator 0, SMARCA2 act -1, FXN GAA850 act 2.1, ssDAF-12 act -1.1, hcDAF12 agonist -0.5, NPR1 activator -2, ADAM10 inh -197, hgDAF-12 ag -0.9, HGIII-sPLA2 inh 5 and DAX1 inh-2 0.2.
Screening O=S1(=O)CCOC[C@H](Cc2ccccc2)N1Cc1ccccc1F returned DAX1 inh-1 -1.2, NPR2 activator -10, SMARCA2 act 0, FXN GAA850 act 0.6, ssDAF-12 act -1.3, hcDAF12 agonist -1.0, NPR1 activator -1, ADAM10 inh 1, hgDAF-12 ag 0.7, HGIII-sPLA2 inh -7 and DAX1 inh-2 -0.3.
`CC(C)CC(=O)NC(c1ccccc1)c1c(O)ccc2ccccc12` (stereo unspecified) gave DAX1 inh-1 -1.7, NPR2 activator -9, SMARCA2 act 4, FXN GAA850 act -4.6, ssDAF-12 act -0.8, hcDAF12 agonist -1.3, NPR1 activator -29, ADAM10 inh -32, hgDAF-12 ag -1.5, HGIII-sPLA2 inh -36 and DAX1 inh-2 -0.7.
For Cc1cccc(C(=O)NN2C(=O)C3C(c4ccccc4)C=CC(c4ccccc4)C3C2=O)c1 (stereo unspecified) the results were DAX1 inh-1 0.4, NPR2 activator 3, SMARCA2 act 2, FXN GAA850 act 1.7, ssDAF-12 act -1.0, hcDAF12 agonist -2.6, NPR1 activator -3, ADAM10 inh 20*, hgDAF-12 ag -0.7, HGIII-sPLA2 inh -32 and DAX1 inh-2 -0.1.
`CC(OC(=O)c1ccccc1CCc1ccccc1)C(N)=O` (stereo unspecified) gave DAX1 inh-1 3.1, NPR2 activator 0, SMARCA2 act -3, FXN GAA850 act 3.5, ssDAF-12 act -1.3, hcDAF12 agonist -3.9, NPR1 activator -1, ADAM10 inh 10, hgDAF-12 ag 0.3, HGIII-sPLA2 inh -2 and DAX1 inh-2 -0.6.
O=C(Nc1nnc(C2CC2)s1)C1CC(=O)N(c2ccc3c(c2)OCCO3)C1 (stereo unspecified) was read as DAX1 inh-1 -2.0, NPR2 activator 4, SMARCA2 act -4, FXN GAA850 act -9.2, ssDAF-12 act -2.2, hcDAF12 agonist -3.2, NPR1 activator -4, ADAM10 inh 4, hgDAF-12 ag -7.5, HGIII-sPLA2 inh -6 and DAX1 inh-2 -2.0.
CC(C)(C)c1ccc(CC(=O)N2CCC2(C)C(=O)NS(=O)(=O)c2ccc(C#N)cc2)cc1 (stereo unspecified) was read as NPR2 activator 3, SMARCA2 act -5, FXN GAA850 act 2.1, ssDAF-12 act -0.9, hcDAF12 agonist -1.1, NPR1 activator 5, ADAM10 inh -4, hgDAF-12 ag -1.7, HGIII-sPLA2 inh -7 and DAX1 inh-2 0.4.
O=C1NC(=O)C2(CCCC2)N1 was read as DAX1 inh-1 0.4, NPR2 activator 4, SMARCA2 act -2, FXN GAA850 act -0.7, ssDAF-12 act -0.9, hcDAF12 agonist -1.7, NPR1 activator 0, ADAM10 inh -9, hgDAF-12 ag 3.5, HGIII-sPLA2 inh -4 and DAX1 inh-2 0.2.
`COc1ccc(S(=O)(=O)N2CCC(C(=O)Nc3ccccc3N3CCCC3)CC2)cc1OC` gave DAX1 inh-1 -0.3, NPR2 activator -2, SMARCA2 act -1, FXN GAA850 act -2.7, ssDAF-12 act -1.3, hcDAF12 agonist -0.5, NPR1 activator -5, ADAM10 inh 6, hgDAF-12 ag -1.5, HGIII-sPLA2 inh -2 and DAX1 inh-2 -1.1.
Screening CC1=CC(C2CC(=O)N(c3ccccc3C)C2=O)CC2C(=O)N(c3ccccc3C)C(=O)C12 (stereo unspecified) returned DAX1 inh-1 -0.5, NPR2 activator 4, SMARCA2 act -1, FXN GAA850 act 1.3, ssDAF-12 act -1.3, hcDAF12 agonist -1.6, NPR1 activator -1, ADAM10 inh 2, hgDAF-12 ag 0.4, HGIII-sPLA2 inh -8 and DAX1 inh-2 0.0.
For O=S1(=O)CC(N2CC=CC2)CN1Cc1cn(Cc2ccccc2)nn1 (stereo unspecified) the results were NPR2 activator 2, SMARCA2 act -3, ssDAF-12 act -0.7, hcDAF12 agonist 1.5, NPR1 activator 0, ADAM10 inh -6, hgDAF-12 ag 0.1, HGIII-sPLA2 inh 1 and DAX1 inh-2 3.4.

Bioassay records (PubChem)
